Screens: PubChem BioAssay, Sanford-Burnham Center for Chemical Genomics
Jurkat NFkB inh: lowers PMA/ionomycin-induced NF-kB signal in Jurkat cells; PMA/ionomycin-induced NF-kB luciferase reporter, luminescence; inhibition, % at 4 µM; 330,000 tested, 0.53% active
697 NFkB inh: inhibitors of the PMA/ionomycin-induced NF-kB reporter in 697 B cells; 330,000 tested, 0.33% active; 697 B-cell NF-kB luciferase reporter, 16 h; inhibition, % at 4 µM; in the data active = inhibition above about 35%
Apaf-1 inh: human Apaf-1 inhibition. inhibition, % at 20 µM. O14727. 330,000 tested, 0.71% active. reconstituted apoptosome caspase-3 activity, DEVD-Rh110 fluorescence; active = inhibition of at least 40% at 20 µM;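 also: plate controls were DMSO wells for no effect and DEVD-CHO caspase inhibitor wells for full effect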
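detection = Rh110 fluorescence intensity | test system = biochemical Apaf-1 apoptosome reconstitution | also added = cytochrome c and DEVD-Rh110 substrate | schedule = 30 min plus 50 min, RT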
UBC13 inh: inhibitors of human UBC13 polyubiquitin chain formation; P61088; TR-FRET; inhibition, % at 20 µM; 330,000 tested, 0.47% active; AID 485273; in the data active = inhibition above about 45%, passing the limit was not always enough
Target sequence (P61088 whole entry, looked up): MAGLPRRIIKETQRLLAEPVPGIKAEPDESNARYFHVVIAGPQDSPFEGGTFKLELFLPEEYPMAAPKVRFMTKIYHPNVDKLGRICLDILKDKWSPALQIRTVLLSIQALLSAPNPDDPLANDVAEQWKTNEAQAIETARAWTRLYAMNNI
Gli-Sufu block: Gli-Sufu pathway antagonism | inhibition, % at 5 µM | 340,000 tested, 0.74% active | Sufu-KO-LIGHT fibroblasts, Gli luciferase reporter luminescence | AID 588413;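 active = inhibition above about 55%, limit read from the data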;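 also: 0% = DMSO-treated cells and 100% = wells with medium but no cells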
SENP7 block: SENP7 protease inhibition | Q9BQF6 | recombinant SENP7, Z-RLRGG-aminoluciferin luminescence, 40 min | inhibition, % at 5 µM | 330,000 tested, 1.5% active;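 active = inhibition above about 50% at the single test dose, limit read from the data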;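 also: plate controls were DMSO with enzyme for no effect and no enzyme buffer wells for full effect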
Target sequence (Q9BQF6 706-1050 limits assumed): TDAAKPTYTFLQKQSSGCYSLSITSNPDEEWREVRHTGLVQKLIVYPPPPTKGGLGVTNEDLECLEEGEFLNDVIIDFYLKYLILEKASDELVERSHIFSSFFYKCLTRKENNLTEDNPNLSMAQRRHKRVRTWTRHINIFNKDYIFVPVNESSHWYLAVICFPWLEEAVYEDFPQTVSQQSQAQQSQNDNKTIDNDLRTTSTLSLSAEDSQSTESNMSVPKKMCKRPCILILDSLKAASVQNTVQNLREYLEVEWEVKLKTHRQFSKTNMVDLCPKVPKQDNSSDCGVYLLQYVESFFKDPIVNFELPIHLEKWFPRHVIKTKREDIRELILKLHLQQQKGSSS
SENP8 inh: blocks the human protease SENP8. Q96LD8. purified SENP8, Z-RLRGG-aminoluciferin cleavage, luminescence. inhibition, % at 10 µM. 330,000 tested, 1.2% active. AID 2540
HKDC1 inhibitor: blocks human hexokinase HKDC1 activity; Q2TB90; recombinant HKDC1, G6PDH/diaphorase resazurin coupled fluorescence; inhibition, % at 20 µM; 340,000 tested, 0.16% active;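 active = inhibition above about 35% when tested at 20 µM, limit read from the data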;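 also: plate controls were DMSO wells with enzyme for no effect and DMSO wells lacking enzyme for full effect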
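Incubation: 90 min at room temperature in dark / Material: recombinant HKDC1 (HK5) hexokinase enzyme, produced in-house / Quantity: enzyme 5 µg/mL final / Compound: one dose of 20 µM, 1% DMSO / Reagent: glucose and ATP substrates / Buffer or medium: Tris pH 8.0 buffer with MgCl2, Tween-20, BSA, BME / Technique: resorufin fluorescence at 613 nm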
* = called active by the depositor; nt = no result given. Rule as the data show it, unless noted: active = inhibition above about 50%; inactive = the rest.

SMILES	Jurkat NFkB inh	697 NFkB inh	Apaf-1 inh	UBC13 inh	Gli-Sufu block	SENP7 block	SENP8 inh	HKDC1 inhibitor
CC(=O)OC1CC(C)(C)N(OC(=O)c2ccc(N)cc2)C(C)(C)C1	0	10	3	9	1	-2	-1	-9
NC(=O)c1ccsc1NC(=O)CN1C(=O)NC2(CCCCC2)C1=O	-4	14	-14	0	-3	12	3	-3
O=c1c2c(-c3ccccc3)csc2ncn1/N=C/c1c2ccccc2cc2ccccc12	1	16	-4	2	11	-5	7	0
COc1cccc(CC(NC(C)=O)C(=O)NC2CCN(C(=O)c3ccncc3)CC2)c1OC (configuration not stated)	15	11	-9	-4	15	2	-2	1
CCOC(=O)c1ccc(NC(=O)CN2CCN(C(=O)c3ccco3)CC2)cc1	-5	3	14	-3	-3	0	1	-9
Cc1ccc(C)c(S(=O)(=O)N2CC(=O)N(CCc3ccccc3)C(=O)C2)c1	-7	-6	15	-4	-9	-2	-2	-3
O=C(NNC(=S)Nc1cccc2ccccc12)c1cccc(Br)c1	-2	-3	4	-18	6	16	18	-20
CCOC(=O)c1nc(Nc2cc(Cl)ccc2OC)c2ccccc2n1	3	17	7	12	-1	-2	1	-4
CCC1CCc2[nH]nc(C(=O)O)c2C1 (configuration not stated)	-2	-2	-2	-5	3	-11	-3	-6
O=C(Nc1cc(Cl)ccc1-n1cncn1)c1cc(F)c(F)c(F)c1F	15	15	5	2	5	-1	9	-5
COC(=O)c1sccc1NC(=O)Nc1ccccc1F	-14	-13	6	-1	0	98*	88*	-9
Cc1cccc(C)c1NC(=O)CN1CCN(CC(=O)c2cc(C)n(C3CC3)c2C)CC1	3	10	3	-14	-2	-6	-10	-1
O=C(Cn1cccc1)NC1CCCCCC1	-2	12	-17	3	3	-2	14	4
Cc1nn(CC(=O)Nc2cc(S(=O)(=O)N3CCOCC3)ccc2Cl)c(C)c1[N+](=O)[O-]	17	12	0	9	-4	-1	-5	-2
CCOc1ccc(Br)cc1-c1noc(-c2cccs2)n1	-3	-9	6	-2	6	1	0	6
CCS(=O)(=O)Nc1ccc(C2=NN(C(=S)Nc3ccccc3)C(c3ccco3)C2)cc1 (configuration not stated)	0	-18	1	1	19	5	-7	1
N#C/C(=C(/O)COC(=O)c1ccccc1O)c1nc2ccccc2s1	2	6	5	-14	-1	1	-3	-4
CCOC(=O)N1CCN(C(=S)NC(=O)c2ccc(F)cc2)CC1	10	16	3	-2	-1	-3	4	-13
Nn1c(SCC(=O)NC2CCCCC2)nnc1C1CC1	10	-7	10	-9	7	-7	-1	-4
COc1ccc(CNC(=O)C2(CC3CC(c4ccccc4)=NO3)CCN(C(=O)Cc3ccc(F)cc3)CC2)cc1 (configuration not stated)	-15	0	-2	3	-14	-8	-11	-5
COc1ccc(/C=C/C(=O)c2ccccn2)cc1	-25	-3	9	0	-2	15	17	9
CCn1cc(-c2n[nH]c(=S)n2-c2ccc(C)cc2Br)c(=O)c2ccc(C)nc21	-6	9	4	4	4	7	-2	4
O=C(CSc1nc2ccccc2s1)NNC(=S)Nc1ccc(Br)cc1	-6	6	1	-16	27	2	5	0
O=c1[nH]c(=O)n(CCc2ccc(F)cc2)c(O)c1C=NCc1ccc2c(c1)OCO2	1	0	-6	2	nt	-2	-6	4
CC(=O)NCCNC(=O)[C@H](Cc1ccccc1)NC(=O)c1cccs1	-6	17	2	8	6	3	1	-4

Quoted at random: 2 records from the list
SMILES	Jurkat NFkB inh	697 NFkB inh	Apaf-1 inh	UBC13 inh	Gli-Sufu block	SENP7 block	SENP8 inh	HKDC1 inhibitor
O=C(Nc1cc(Cl)ccc1-n1cncn1)c1cc(F)c(F)c(F)c1F	15	15	5	2	5	-1	9	-5
CC(=O)OC1CC(C)(C)N(OC(=O)c2ccc(N)cc2)C(C)(C)C1	0	10	3	9	1	-2	-1	-9

Record cards, from the list above. Order of values: Jurkat NFkB inh, 697 NFkB inh, Apaf-1 inh, UBC13 inh, Gli-Sufu block, SENP7 block, SENP8 inh, HKDC1 inhibitor
COc1ccc(CNC(=O)C2(CC3CC(c4ccccc4)=NO3)CCN(C(=O)Cc3ccc(F)cc3)CC2)cc1 (configuration not stated) in the list: -15, 0, -2, 3, -14, -8, -11, -5
Cc1ccc(C)c(S(=O)(=O)N2CC(=O)N(CCc3ccccc3)C(=O)C2)c1 in the list: -7, -6, 15, -4, -9, -2, -2, -3
COc1cccc(CC(NC(C)=O)C(=O)NC2CCN(C(=O)c3ccncc3)CC2)c1OC (configuration not stated) in the list: 15, 11, -9, -4, 15, 2, -2, 1

Structural class: the compounds so far containing bromine (4)
SMILES	Jurkat NFkB inh	697 NFkB inh	Apaf-1 inh	UBC13 inh	Gli-Sufu block	SENP7 block	SENP8 inh	HKDC1 inhibitor
O=C(NNC(=S)Nc1cccc2ccccc12)c1cccc(Br)c1	-2	-3	4	-18	6	16	18	-20
CCOc1ccc(Br)cc1-c1noc(-c2cccs2)n1	-3	-9	6	-2	6	1	0	6
CCn1cc(-c2n[nH]c(=S)n2-c2ccc(C)cc2Br)c(=O)c2ccc(C)nc21	-6	9	4	4	4	7	-2	4
O=C(CSc1nc2ccccc2s1)NNC(=S)Nc1ccc(Br)cc1	-6	6	1	-16	27	2	5	0

(continued)
SMILES	Jurkat NFkB inh	697 NFkB inh	Apaf-1 inh	UBC13 inh	Gli-Sufu block	SENP7 block	SENP8 inh	HKDC1 inhibitor
COc1ccc(Cl)cc1NC(=S)NNC(=O)c1cccs1	-1	-11	8	-10	0	81*	66*	-6
CC(C)C(=O)Nc1ccc(NC(=O)c2ccco2)cn1	-17	14	-5	-3	-31	3	0	-6
O=C(CN1CCN(Cc2ccc3c(c2)OCO3)CC1)c1c[nH]c2ccccc12	2	-1	0	1	2	9	4	2
CN(CC(=O)Nc1ccc(F)cc1)CC(=O)N1CCCC1	-1	3	2	-2	-1	3	2	-3
NC(=S)Nc1nc2ccccc2[nH]c1=O	-4	23	-9	60*	nt	-10	-6	nt
COC(=O)c1ccc(NC(=S)NC(=O)c2c(-c3ccccc3)noc2C)cc1	-23	-13	7	-8	5	-7	-1	3
CCCn1cnc2c(=S)nc(N)[nH]c21	17	17	-12	11	1	1	4	6
